SENP8 block-1 = SENP8 protease inhibition; purified SENP8, Z-RLRGG-aminoluciferin cleavage, luminescence; actives 1.2% (n = 330,000); AID 2540; Q96LD8; inhibition, % at 10 µM; in the data active means inhibition above about 50%
Target sequence (Q96LD8 whole entry, looked up): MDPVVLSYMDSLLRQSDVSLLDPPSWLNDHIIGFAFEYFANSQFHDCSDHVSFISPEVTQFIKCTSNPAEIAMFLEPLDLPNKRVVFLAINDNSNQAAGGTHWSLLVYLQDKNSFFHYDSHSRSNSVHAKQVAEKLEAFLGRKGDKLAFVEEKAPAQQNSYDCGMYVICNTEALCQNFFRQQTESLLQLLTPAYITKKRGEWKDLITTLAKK
SENP7 block = blocks the human protease SENP7; Q9BQF6; AID 434973; actives 1.5% (n = 330,000); inhibition, % at 5 µM; recombinant SENP7, Z-RLRGG-aminoluciferin luminescence, 40 min;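 active means inhibition above about 50% at the single test dose, limit read from the data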;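 further: plate controls were DMSO with enzyme for no effect and no enzyme buffer wells for full effect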
PfG6PD inh = PfG6PD (Plasmodium falciparum) enzyme inhibition | PfGluPho enzyme, NADPH resazurin-diaphorase fluorescence | inhibition, % at 20 µM | actives 0.78% (n = 350,000);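 active means inhibition reaching at least a set limit at 20 µM in the primary screen, cut at about 59% in these data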;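 further: 0% = DMSO wells with substrate and 100% = DMSO wells lacking glucose-6-phosphate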
SENP6 inh = inhibitors of human SENP6 protease; actives 1.8% (n = 330,000); Q9GZR1; Recombinant SENP6 catalytic domain, aminoluciferin luminescence; inhibition, % at 10 µM;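 active means inhibition above about 50% at the single tested dose, limit read from the data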;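 further: plate controls were DMSO wells with enzyme for no effect and DMSO wells lacking enzyme for full effect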
SENP1 FRET inh = inhibitors of human SENP1 SUMO protease catalytic domain; recombinant SENP1 catalytic domain, CyPet-SUMO1-YPet FRET cleavage; inhibition, % at 10 µM; Q9P0U3; actives 0.21% (n = 360,000);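 active means inhibition at least 30% at 10 µM, raw YFP signal under a set limit, fluorescence ratio 0.5 to 1.5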;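 further: 0% = enzyme with DMSO and 100% = no enzyme wells; some results filed as inactive read as strong as hits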
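material = recombinant human SENP1 catalytic domain, His6-tagged | quantity = 20 pM enzyme | reagent = 25 nM SUMO1 FRET substrate | compound dosing = 10 µM single point, 0.5% DMSO | timing = 50 min enzyme reaction, room temperature, light-protected | detection = FRET, CFP and YFP emission | control set = no-enzyme low, enzyme-DMSO high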
SENP8 block-2 = SENP8 (human) protease inhibition; Q96LD8; recombinant SENP8, Nedd8 substrate fluorescence; inhibition, % at 20 µM; actives 0.64% (n = 360,000); AID 602440; in the data active means inhibition mostly above about 40%, no sharp cut-off; inactive means mostly below about 27%
HKDC1 inhibitor = blocks human hexokinase HKDC1 activity; Q2TB90; AID 493160; recombinant HKDC1, G6PDH/diaphorase resazurin coupled fluorescence; actives 0.16% (n = 340,000); inhibition, % at 20 µM;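 active means inhibition above about 35% when tested at 20 µM, limit read from the data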;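 further: plate controls were DMSO wells with enzyme for no effect and DMSO wells lacking enzyme for full effect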
Target sequence (Q2TB90 whole entry, looked up): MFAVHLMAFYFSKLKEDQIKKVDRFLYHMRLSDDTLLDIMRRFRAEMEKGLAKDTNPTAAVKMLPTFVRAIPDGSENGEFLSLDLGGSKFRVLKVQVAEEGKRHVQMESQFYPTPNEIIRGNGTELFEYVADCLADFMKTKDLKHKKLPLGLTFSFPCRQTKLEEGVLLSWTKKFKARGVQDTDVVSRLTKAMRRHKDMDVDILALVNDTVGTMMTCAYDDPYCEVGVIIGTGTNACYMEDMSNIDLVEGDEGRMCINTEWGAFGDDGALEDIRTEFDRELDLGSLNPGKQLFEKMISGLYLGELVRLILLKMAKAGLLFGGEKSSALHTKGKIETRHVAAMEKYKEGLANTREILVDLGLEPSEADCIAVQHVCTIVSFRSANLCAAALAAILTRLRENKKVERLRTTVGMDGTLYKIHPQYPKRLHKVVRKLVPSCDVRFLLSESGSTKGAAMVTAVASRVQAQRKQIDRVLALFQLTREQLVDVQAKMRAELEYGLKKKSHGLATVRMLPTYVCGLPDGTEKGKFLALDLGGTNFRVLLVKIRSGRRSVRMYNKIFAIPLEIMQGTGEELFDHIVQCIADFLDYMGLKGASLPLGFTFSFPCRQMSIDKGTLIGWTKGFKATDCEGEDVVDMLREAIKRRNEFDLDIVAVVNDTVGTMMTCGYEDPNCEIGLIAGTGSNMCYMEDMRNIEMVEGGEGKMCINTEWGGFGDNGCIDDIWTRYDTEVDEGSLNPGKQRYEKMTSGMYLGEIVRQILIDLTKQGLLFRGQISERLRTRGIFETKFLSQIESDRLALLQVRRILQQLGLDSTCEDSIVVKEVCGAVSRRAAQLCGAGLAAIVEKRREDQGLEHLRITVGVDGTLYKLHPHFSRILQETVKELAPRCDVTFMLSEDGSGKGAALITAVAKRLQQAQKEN
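Incubation: 90 min at room temperature in dark / Material: recombinant HKDC1 (HK5) hexokinase enzyme, produced in-house / Quantity: enzyme 5 µg/mL final / Compound: one dose of 20 µM, 1% DMSO / Reagent: glucose and ATP substrates / Buffer or medium: Tris pH 8.0 buffer with MgCl2, Tween-20, BSA, BME / Technique: resorufin fluorescence at 613 nm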
Apaf-1 inh = human Apaf-1 inhibition. O14727. reconstituted apoptosome caspase-3 activity, DEVD-Rh110 fluorescence. inhibition, % at 20 µM. actives 0.71% (n = 330,000). AID 489030; active means inhibition of at least 40% at 20 µM;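 further: plate controls were DMSO wells for no effect and DEVD-CHO caspase inhibitor wells for full effect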
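Material: biochemical Apaf-1 apoptosome reconstitution. Medium: Hepes buffer, pH 7.5. Also added: cytochrome c activation, bis-DEVD rhodamine 110 substrate. Timing: 30 min compound preincubation, 50 min activation, room temperature. Measured by: rhodamine 110 fluorescence at Ex 480/Em 540 nm.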
The depositor's hits bear a star; x = no result given.

SMILES	SENP8 block-1	SENP7 block	PfG6PD inh	SENP6 inh	SENP1 FRET inh	SENP8 block-2	HKDC1 inhibitor	Apaf-1 inh
O=C(CNC(=O)c1ccc(Cl)cc1)OCCCOC(=O)CNC(=O)c1ccc(Cl)cc1	-0.2	-7.1	2.0	-1.4	-0.3	11.4	-2.2	15.7
Cn1cc(CC(=O)NCCN2CCOCC2)c2ccccc21	-3.0	-4.7	-8.1	-10.8	1.9	15.9	-6.6	6.6
O=C(Nc1nnc(SCc2cccc3ccccc23)s1)C1COc2ccccc2O1 (stereo not drawn)	-4.3	-0.3	-39.5	-5.7	1.0	20.5	5.9	6.9
CC1CCN(C(=O)COC(=O)CSc2ccc(C(N)=O)cc2[N+](=O)[O-])CC1	-9.0	5.8	-11.1	4.6	0.6	13.9	2.2	5.1
COc1ccc(CC(=O)Nc2ccc(-c3noc(-c4ccc(Cl)cc4)n3)cc2)cc1	6.9	-10.6	3.5	2.1	2.0	-1.8	-6.5	-6.8
CN1C2C=C3C(C#N)=C(N)C(C#N)(C#N)[C@H](c4c(F)cccc4F)[C@H]3C1CC2 (stereo partly drawn)	-8.7	0.9	16.9	-7.9	-55.5	-98.5	-7.2	-10.7
C[C@H](NC(=O)c1nc[nH]c1C(=O)NCc1ccccc1)c1ccccc1	1.3	3.6	-7.2	-1.4	2.1	4.2	5.6	7.8
Cc1ccc(CC(=O)NCC(c2ccco2)N(C)C)cc1C (stereo not drawn)	5.0	-0.3	-2.3	-4.5	-1.8	-7.1	6.0	9.8
CSc1ccccc1C(=O)NC1CC2CCC1C2 (stereo not drawn)	-2.3	-3.5	-7.4	-11.3	2.3	12.5	2.1	5.5
Nc1cccc2nc3ccccc3cc12	-0.4	2.6	-4.6	-2.3	-30.7	-376.8	-4.3	-3.1
Cc1nn(-c2ccccc2)c2nc(-c3ccccc3)cc(C(=O)N3CCOCC3)c12	-3.3	-5.6	18.4	-6.0	0.8	-436.3	-2.2	4.8
COc1ccc(NC(=O)c2cc(-c3ccccn3)nc3ccccc23)cc1S(=O)(=O)N(C)C	0.8	4.6	6.7	-6.1	-1.4	3.0	-2.9	14.9
Cn1ccnc1SCC(=O)c1ccc(F)cc1	-15.0	-9.3	6.3	-4.3	-0.1	16.7	-2.9	-1.5
CC1=C/C(=C(\c2cc(C)c(O)c(Br)c2)c2ccccc2S(=O)(=O)O)C=C(Br)C1=O	24.4	10.8	-19.4	23.2	-1.0	14.6	14.8	9.2
CCOc1cnc(-c2c(-c3c(Cl)cccc3Cl)noc2C)o1	4.4	-5.2	-0.5	-15.5	0.5	-3.2	-5.3	5.7
CCOc1ccc2[nH]c(=O)c(CN(Cc3cccnc3)C(=O)Nc3ccccc3OC)cc2c1	-6.7	-1.4	-8.9	-13.9	-0.9	-432.2	-7.7	11.2
CCCCSc1nc2c(cnn2-c2ccccc2)c(=O)n1N	44.2	68.4*	23.7	81.7*	1.8	15.5	-6.4	-10.6
Cc1ccc(C(=O)Nc2ccc(N3CCN(C)CC3)cc2)c(Cl)c1	-7.0	-3.9	-8.5	7.3	3.2	3.9	-5.0	1.9
O=C(Nc1ccc2c(c1)OCO2)c1ccc(COc2ccc3c(c2)CCC3)o1	24.2	-5.0	24.6	53.7*	0.5	5.9	8.1	9.4
CCC(C)NS(=O)(=O)c1ccc(NC(=O)c2ccc([N+](=O)[O-])cc2Cl)cc1 (stereo not drawn)	1.1	9.4	-5.5	0.5	1.5	13.9	-10.8	8.6
COc1ccc(OC)c(CN2CCN(C(=O)c3ccc(NS(=O)(=O)c4cccc([N+](=O)[O-])c4)cc3)CC2)c1	16.8	1.3	-21.7	2.2	1.3	-3.8	0.0	17.8
Cc1onc(-c2ccccc2)c1-c1csc(COc2ccccc2)n1	-2.0	0.0	-0.5	-23.5	0.9	1.3	-2.3	5.7
c1ccc(-n2nnnc2-n2nnc3ccccc32)cc1	0.9	2.4	-3.3	0.3	2.2	3.7	-1.8	-6.5
O=C(CN1CCN(S(=O)(=O)c2ccccc2)CC1)Nc1ccc2c(c1)OCO2	-3.7	8.4	3.5	0.2	-1.3	17.3	4.2	3.3
NS(=O)(=O)c1ccc(CCNC(=O)COC(=O)CCSc2ccc(Cl)cc2)cc1	-0.4	-0.2	5.6	-0.3	0.6	10.3	2.9	-1.7
O=C(CN1C(=O)C2CC=CCC2C1=O)OCc1cc(=O)n2cc(Br)ccc2n1 (stereo not drawn)	1.4	8.5	-2.8	-30.1	-0.8	-158.3	-1.4	-15.5
COc1cc(C(=O)Nc2cccc(C(C)=O)c2)cc(OC)c1OC	0.5	1.5	3.3	-0.8	3.2	5.1	-7.2	-15.0
O=C(NNC(=O)c1cccc(-n2cnnn2)c1)c1ccccc1	4.3	-2.5	-65.3	-8.3	2.9	0.2	-4.0	-21.4
COc1cccc(CNC(=O)c2ccc(NC3=NC4CS(=O)(=O)CC4S3)cc2)c1 (stereo not drawn)	6.7	8.2	4.8	9.2	-0.1	7.1	-1.6	-0.8
c1coc(CNc2c3c(nc4ncnn24)CCC3)c1	-0.9	0.9	2.0	22.9	0.8	5.3	10.6	-19.3
COc1ccc(S(=O)(=O)N2CCCCC2C(=O)O)cc1OC (stereo not drawn)	1.5	1.5	0.2	2.8	0.0	8.7	6.7	1.0
O=C(NCCOc1ccc2ccccc2c1)c1cncc(Br)c1	-6.4	2.9	7.5	-19.9	-2.7	26.0	2.0	-6.7
CCN(C[C@H]1N[C@@](Cc2ccccc2)(C(=O)OC)[C@H]2C(=O)N(C)C(=O)[C@@H]12)S(=O)(=O)c1ccccc1	-5.4	7.3	-8.6	-2.0	0.1	5.6	-2.1	-1.2
Cc1c(C(=O)Nc2ccc3c(c2)OCO3)sc2nc(-c3ccccc3)cn12	4.6	0.6	2.4	3.2	1.3	1.6	2.1	10.0
O=C(NN1C(=O)CSC1=S)c1cccnc1	8.1	4.5	-2.4	7.0	2.6	-3.9	-1.9	-15.9
CCCCn1c2ccc(C)cc2c2nnc(SCCN3CCCCC3)nc21	-6.1	1.7	28.4	-0.2	-0.9	21.2	0.7	17.2
COc1ccc2c(C(F)(F)F)cc(=O)oc2c1C	-7.0	-4.9	10.5	-0.4	0.2	2.4	-7.3	8.7
CCn1c(SCC(=O)Nc2nc(C)cs2)nnc1-c1ccco1	1.7	-1.3	25.4	-7.0	0.2	8.3	-3.5	1.4
Cn1[nH]c(=O)c(Cl)c(Cl)c1=O	-5.6	5.2	6.1	-11.9	4.5	21.0	-4.2	-4.2
Nc1nc2c(nc(SCc3ccccc3Br)n2[C@@H]2O[C@H](CO)[C@@H](O)[C@H]2O)c(=O)[nH]1	3.6	6.6	-0.1	8.3	-0.2	1.9	-3.4	7.7
CC(C)OCCCN(C)C1CCN(S(=O)(=O)c2ccc(-c3ccc(=O)[nH]n3)s2)CC1	-11.7	-11.5	6.8	-11.0	2.4	3.0	-1.2	11.7
Cc1cc(Cl)ccc1N(CC(=O)NCc1ccc2c(c1)OCO2)S(C)(=O)=O	-6.4	-10.7	-1.9	-29.8	1.0	11.8	-3.7	4.3
O=C(Nc1cnn(Cc2ccc(Cl)c(Cl)c2)c1)C12CC3CC(CC(C3)C1)C2	2.0	5.9	1.9	-2.6	-0.1	0.0	5.5	31.9
O=C(NCCN1CCN(c2cccc(Cl)c2)CC1)Nc1ccccc1	1.6	0.2	-12.9	11.2	1.7	13.1	-2.0	4.0
O=C(OCC(=O)N1CCCC1)c1cccc(Br)c1	-17.7	-5.7	1.3	-15.6	1.7	5.2	-4.5	-1.9

Some of the entries above, set out differently:
canonical_smiles: COc1ccc(OC)c(CN2CCN(C(=O)c3ccc(NS(=O)(=O)c4cccc([N+](=O)[O-])c4)cc3)CC2)c1
  SENP8 block-1 = 16.8; SENP7 block = 1.3; PfG6PD inh = -21.7; SENP6 inh = 2.2; SENP1 FRET inh = 1.3; SENP8 block-2 = -3.8; HKDC1 inhibitor = 0.0; Apaf-1 inh = 17.8
canonical_smiles: Cc1onc(-c2ccccc2)c1-c1csc(COc2ccccc2)n1
  SENP8 block-1 = -2.0; SENP7 block = 0.0; PfG6PD inh = -0.5; SENP6 inh = -23.5; SENP1 FRET inh = 0.9; SENP8 block-2 = 1.3; HKDC1 inhibitor = -2.3; Apaf-1 inh = 5.7
canonical_smiles: c1ccc(-n2nnnc2-n2nnc3ccccc32)cc1
  SENP8 block-1 = 0.9; SENP7 block = 2.4; PfG6PD inh = -3.3; SENP6 inh = 0.3; SENP1 FRET inh = 2.2; SENP8 block-2 = 3.7; HKDC1 inhibitor = -1.8; Apaf-1 inh = -6.5
canonical_smiles: O=C(CN1CCN(S(=O)(=O)c2ccccc2)CC1)Nc1ccc2c(c1)OCO2
  SENP8 block-1 = -3.7; SENP7 block = 8.4; PfG6PD inh = 3.5; SENP6 inh = 0.2; SENP1 FRET inh = -1.3; SENP8 block-2 = 17.3; HKDC1 inhibitor = 4.2; Apaf-1 inh = 3.3

New compounds follow
SMILES	SENP8 block-1	SENP7 block	PfG6PD inh	SENP6 inh	SENP1 FRET inh	SENP8 block-2	HKDC1 inhibitor	Apaf-1 inh
COc1ccc(-n2c(Cc3cccn3C)nnc2SCC(=O)Nc2ccc(C)c(Cl)c2)cc1	3.8	-4.4	20.9	3.3	-0.9	31.0	2.5	15.8
O=C(c1ccc(NS(=O)(=O)c2ccccc2)cc1)N1CCN(Cc2ccc3c(c2)OCO3)CC1	-7.7	7.5	-7.6	-16.1	0.8	17.8	-2.8	2.6
CCc1nc(Nc2ccc(N3CCN(C(C)=O)CC3)cc2)c2oc3ccccc3c2n1	-9.8	-0.1	37.3	10.6	-26.5	-164.6	10.2	6.3
Nc1nonc1-n1nnc(C(=O)N/N=C/c2cccc(Cl)c2)c1CN1CCCC1	5.8	1.6	34.5	1.5	0.6	0.5	2.0	-1.6
C=C(C)COc1ccc2c(c1)CCC1C2CCC2(C)C(=O)C(=NO)CC12 (stereo not drawn)	x	x	2.4	x	-0.4	3.1	5.9	x
O=C1/C(=C/c2ccc(Cl)cc2)NC(=S)N1Cc1cccnc1	-6.4	2.0	-27.7	-17.5	-112.7	17.5	14.5	5.5
CCOC(=O)C1=C(C)Nc2ccccc2N/C1=N\S(=O)(=O)c1cccc(Cl)c1	-7.0	-0.7	-11.4	-3.2	1.1	19.9	1.5	0.1
CCCCNc1c([N+](=O)[O-])c(=O)n(C)c2ccccc12	5.8	0.0	-3.5	-13.3	-0.4	10.6	-13.4	3.9
CCOC(=O)c1ccc(S(=O)(=O)NC2CC2)cc1	-2.4	3.8	11.0	-5.5	-2.0	6.0	-4.0	10.2
CCN(Cc1ccccc1)C(=O)c1cc2c(=O)oc3ccc(C)cc3c2s1	-3.2	4.5	23.9	-8.6	-0.1	-57.3	3.6	19.4
COc1ccc(S(=O)(=O)N2CCC(C(=O)NN3CCCCC3)CC2)cc1OC	6.0	3.0	-9.6	0.1	1.4	-1.0	-8.3	-15.6
Cc1cccc(OCC(=O)N(Cc2ccco2)C2CCS(=O)(=O)C2)c1C (stereo not drawn)	-4.2	-1.1	-2.5	-10.1	4.1	12.0	2.5	9.3
Cc1cc(C)n(-c2ccc(C(=O)N3CCN(S(=O)(=O)c4cccc(Br)c4)CC3)cc2)n1	x	x	2.7	x	-2.2	2.8	7.6	x
CNc1nc(N)c([N+](=O)[O-])c(Nc2ccccc2OC)n1	-2.1	-11.0	0.6	-2.1	0.2	28.8	-2.8	1.6

Screening results as filed in PubChem BioAssay.
